HTT ATP protect = Huntington cell model cytoprotection by ATP luminescence. Potency, µM (highest dose often 56.4 µM), for inactives: cytoprotection (ATP increase), actives largely listed as activators. PC12 HTT-Q103 induced, cytoprotection, ATP luminescence, 40 h. 230,000 compounds, 0.14% hits;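 also: % of control where 0% means no effect; nearly all actives have a fitted effect of over 45% in size; toxic huntingtin expression switched on by the ecdysone agonist tebufenozide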
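PC12 cells stably carrying ecdysone-inducible Htt exon 1 (Q103)–GFP were induced with 100 nM tebufenozide (final) alongside library compounds in a dose series. Cytoprotection was scored as retained ATP by ATPlite luminescence.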
L3MBTL1 block = inhibitors of human L3MBTL1 | AlphaScreen L3MBTL1–H3K9me1 peptide binding | Potency, µM (top dose mostly 57.1 µM), without a hit: top-dose activity, negative = inhibition, actives largely listed as inhibitors | 230,000 compounds, 0.66% hits | AID 485360; also: % is scaled to controls: 0 for no effect and ±100 for the full control effect; nearly all actives have a fitted effect of over 60% in size
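L3MBTL1 50 nM + b-AHA-H3(1-15)K9me1 75 nM, 30 min RT; compound added, 30 min RT; streptavidin donor/Ni-chelate acceptor beads 10 ug/mL each final, 30 min RT dark; AlphaScreen read.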
Tau fluor cs = counter-screen for tau fibril formation inhibitors; tau K18 P301L Alexa594 fluorescence, heparin fibrillization; Potency, µM (top dose mostly 57.7 µM), without a hit: at the highest dose activity change, negative = decrease; 280,000 compounds, 0.93% hits; also: % is scaled to controls: 0 for no effect and ±100 for the full control effect; nearly all actives have a fitted effect of over 55% in size
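Human K18 P301L tau (15 uM unlabeled plus 0.24 uM Alexa 594-labeled, final) in 100 mM sodium acetate pH 7 was mixed with compound and 20 uM heparin and incubated 6 hr at 37 C.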
RECQ1 helicase = inhibitors of human RECQ1 DNA helicase. RECQ1 DNA unwinding, red fluorescence kinetic read. Potency, µM (top dose mostly 57.3 µM), without a hit: at the highest dose activity, negative = inhibition, usual class: inhibitors. 240,000 compounds, 0.54% hits. P46063;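 also: plate controls were vehicle for no effect and no enzyme for full effect; nearly all actives have a fitted effect of over 30% in size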
Target sequence (P46063 whole entry, looked up): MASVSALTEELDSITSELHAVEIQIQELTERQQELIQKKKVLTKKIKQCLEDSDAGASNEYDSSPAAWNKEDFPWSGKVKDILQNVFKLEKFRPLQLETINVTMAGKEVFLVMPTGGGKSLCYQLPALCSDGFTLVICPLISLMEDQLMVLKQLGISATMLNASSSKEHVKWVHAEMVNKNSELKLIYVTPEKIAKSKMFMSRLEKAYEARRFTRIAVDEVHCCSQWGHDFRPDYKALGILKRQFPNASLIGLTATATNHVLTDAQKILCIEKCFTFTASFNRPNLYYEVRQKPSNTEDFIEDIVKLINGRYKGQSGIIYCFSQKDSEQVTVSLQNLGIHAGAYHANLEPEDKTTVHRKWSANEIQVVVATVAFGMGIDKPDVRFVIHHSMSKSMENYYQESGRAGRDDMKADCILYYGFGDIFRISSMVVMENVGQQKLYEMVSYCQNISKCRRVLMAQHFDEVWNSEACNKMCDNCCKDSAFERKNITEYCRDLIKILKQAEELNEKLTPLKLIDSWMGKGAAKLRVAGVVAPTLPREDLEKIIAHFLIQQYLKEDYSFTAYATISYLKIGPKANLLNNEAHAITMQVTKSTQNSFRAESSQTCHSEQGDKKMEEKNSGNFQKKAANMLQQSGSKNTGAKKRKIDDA
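50 nM RECQ1T1 preincubated 15 min with compound in Tris pH 8.0 buffer with MgCl2, DTT, Tween-20 and 2.5 ug/ml poly(dI-dC); started with 200 nM TAMRA/BHQ-2 forked duplex and 2 mM ATP. Unwinding read as fluorescence (525/598 nm), two reads 2 h apart.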
Tau FP inhib = inhibitors of human tau fibril formation; AID 1468; 280,000 compounds, 0.39% hits; K18 P301L tau heparin fibrillization, Alexa594 FP, 6 h; P10636; Potency, µM (titrated, usually from 57.7 µM), for the others: top-dose activity, negative = inhibition, actives largely listed as inhibitors; also: % is scaled to controls: 0 for no effect and ±100 for the full control effect; nearly all actives have a fitted effect of over 55% in size
Target sequence (P10636 561-689 P618L limits assumed): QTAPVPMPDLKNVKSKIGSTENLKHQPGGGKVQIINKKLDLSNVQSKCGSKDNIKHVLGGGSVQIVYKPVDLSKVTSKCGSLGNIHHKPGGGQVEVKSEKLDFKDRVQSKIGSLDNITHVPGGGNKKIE
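Heparin (20 uM) drove fibril formation of recombinant tau K18 P301L, 15 uM unlabeled with 0.24 uM Alexa 594 label, for 6 hr at 37 C in 100 mM sodium acetate pH 7. Fluorescence polarization (555/632 nm) read 1 hr after 30 uM ThT.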
Tau ThT inhib = tau fibrillization inhibition (ThT binding). P10636. recombinant tau K18 P301L (four-repeat tau fragment), heparin-induced fibrillization, ThT fluorescence. Potency, µM (series often up to 57.4 µM), for the others: top-dose activity, negative = inhibition, actives largely listed as inhibitors. 270,000 compounds, 2.1% hits. AID 1460; also: % is scaled to controls: 0 for no effect and ±100 for the full control effect; nearly all actives have a fitted effect of over 55% in size
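Heparin-induced (20 uM) aggregation of recombinant human K18 P301L tau, 15 uM unlabeled with 0.24 uM labeled, pH 7 acetate buffer, 6 hr at 37 C with compound. Fibrils quantified by 30 uM ThT fluorescence after 1 hr ambient incubation.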
TexasRed fluor = alters Texas Red total fluorescence, flagging assay interference | 280,000 compounds, 0.29% hits | TRb/SRC2 Texas Red total fluorescence interference | Potency, µM (series often up to 106 µM), for inactives: at the top dose fluorescence change, negative = quenching | AID 1479; active = well fitted curve in either direction with a large enough effect; inconclusive = small, poorly fitted or top-dose-only effect; also: % is scaled to controls: 0 for no effect and ±100 for the full control effect
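Flags fluorescent or light-absorbing compounds by total fluorescence, S + 2P, at 555 nm excitation and 632 nm emission. Mixture: 20 nM Texas Red SRC2 peptide, 0.6 uM human TRb LBD, 1 uM T3, 5% DMSO; compound exposure 5 h at ambient temperature.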
TRb SRC2 PPI = inhibitors of human thyroid hormone receptor beta-SRC2 interaction; 280,000 compounds, 0.065% hits; P10828; TRbeta-SRC2 peptide binding, fluorescence polarization; receptor liganded with 1 µM T3; Potency, µM (titrated, usually from 106 µM), without a hit: at the top dose activity change, negative = inhibition, hits mostly inhibitors;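 also: plate controls were bound peptide for no effect and peptide without receptor for full effect; nearly all actives have a fitted effect of over 50% in size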
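Quantitative HTS by FP: 0.6 uM TRb LBD, 20 nM labeled SRC2 20-mer, 1 uM T3, 5% DMSO; 5 hr ambient incubation; % activity per concentration and potencies from concentration series.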
Numbers without * were called inactive; i = inactive; ? = inconclusive; · = no result given; & = joins results of further samples; [ ] = another dose, or the depositor's remark. Unless noted, calls follow the shape of the dose curve; as a rule, active = well fitted curve in the direction sought with a large enough effect; inconclusive = small, poorly fitted or top-dose-only effect, or another doubt; inactive = no such curve, though single readings can be large; an effect the other way counts as inactive or inconclusive. Potency is read from the fitted curve at half-maximal effect. Some of the compounds tested, so the mix of outcomes need not match the whole.

SMILES	HTT ATP protect	L3MBTL1 block	Tau fluor cs	RECQ1 helicase	Tau FP inhib	Tau ThT inhib	TexasRed fluor	TRb SRC2 PPI
Cc1nn(C)c(C)c1C1C(C#N)=C(N)Oc2n[nH]c(C)c21 (configuration not stated)	·	1%	3%	-8%	-2%	1%	-1%	-1%
O=C(O)c1c2c(nc3ccccc13)-c1ccccc1CC2	-9%[10 µM]	3%	-18%	2%	-11%	-19%	0%	-2%
O=C(CCl)NN=C(c1ccccc1)c1ccccc1	3%	10%	4%	-7%	-2%	-1%	-2%	3%
Cc1cccc2cc(COC(=O)COc3ccccc3)c(=O)[nH]c12	-9%[0.074 µM]	33%[activator]	1%	10%	-1%	0%	-8%	-8%
CC(C)CNc1cc(Cl)c(S(=O)(=O)NCC(C)C)cc1C(=O)O	3%	·	-1%	i	-2%	-6%	1%	5%
O=C(NCc1ccccc1)C(Cc1ccccc1)N1C(=O)C2C3CCC(C3)C2C1=O (configuration not stated)	-19%	-6%	2%	-7%	1%	9%	-1%	9%
COc1ccc(NC(=O)C(=O)NCCc2csc3nc(-c4ccccc4F)nn23)cc1OC	·	·	-1%	·	4%	2%	0%	3%
Cc1cccc(-n2c(SCC(=O)NCc3ccco3)nnc2-c2ccco2)c1	-7%	-1%	4%	-9%	2%	2%	2%	2%
N#Cc1c(NC(=O)c2ccc(-c3ccccc3[N+](=O)[O-])o2)sc2c1CCCC2	-7%	-11%	?	i	7%	?	1%	-16%
CSc1nc2cc(Cl)ccc2s1	9%	7%	-13%	-9%	-1%	-10%	-1%	-1%

Only Tau ThT inhib and TRb SRC2 PPI (3 entries from above):
mol	Tau ThT inhib	TRb SRC2 PPI
O=C(O)c1c2c(nc3ccccc13)-c1ccccc1CC2	-19%	-2%
O=C(CCl)NN=C(c1ccccc1)c1ccccc1	-1%	3%
Cc1cccc2cc(COC(=O)COc3ccccc3)c(=O)[nH]c12	0%	-8%

Next part.
SMILES	HTT ATP protect	L3MBTL1 block	Tau fluor cs	RECQ1 helicase	Tau FP inhib	Tau ThT inhib	TexasRed fluor	TRb SRC2 PPI
COC(=O)Nc1ccc(S(=O)(=O)Nc2ccc(C)cc2)cc1	-11%	·	-12%	i	-1%	-8%	-3%	-5%
CCCOC(=O)c1c(NC(=O)/C=C/c2cnn(C)c2C)sc(C(=O)OC)c1C	-4%	-24%	-11%	5%	0%	-13%	2%	-7%
O=C1CN(C(=O)c2cccc(Br)c2)C(c2ccccc2)c2cc(Cl)ccc2N1 (configuration not stated)	·	·	-22%	·	-5%	?	-1%	6%
CCN(CC(=O)NCc1ccc(F)cc1)C(=O)COc1ccc2ccccc2c1	-7%[10 µM]	8%	-15%	-7%	2%	-11%	-2%	-10%
c1ccc(Oc2ccc(-c3ccnc4nc(N5CCN(c6ccccc6)CC5)nn34)cc2)cc1	-79%[inhibitor]	0%	0%	-7%	9%	-1%	0%	6%
CCN(CC(=O)Nc1ccc2c(c1)OCCO2)c1ccc(S(=O)(=O)N2CCOCC2)cn1	-24%	3%	-9%	i	-4%	-3%	-5%	-4%
CC(=O)Nc1ccc(Nc2c3ccccc3nc3ccccc23)cc1	-53%[inhibitor][10 µM]	?	-25%	14µM*	4%	?	-9%	-2%
O=C(Nc1ccccc1F)c1ccc(OCc2ccccc2)cc1	-3%[0.074 µM]	10%	4%	-3%	-7%	-9%	2%	1%
COc1ccccc1-c1coc2cc(O)ccc2c1=O	·	·	-12%	i	5%	0%	-1%	-3%
CC1=C(C(=O)O)N2C(=O)[C@@H](NC(=O)[C@H](N)c3ccccc3)[C@H]2SC1	-5%	·	-3%&-7%	-2%&14%	-10%&-16%	?	-2%&1%	-4%&1%
CC1CCN(c2nc3ccc(C(=O)N4CCN(c5ccccc5)CC4)cc3s2)CC1	·	·	-17%	·	4%	?	-1%	5%
O=S(=O)(c1ccccc1)c1cnn(-c2ccccc2)c1-c1ccc(F)cc1	2%	-1%	-19%	-9%	10%	-6%	2%	-4%
Cc1nc([N+](=O)[O-])c(Br)n1Cc1ccccc1	0%[10 µM]	9%	-12%	-22%	0%	?	-1%	-2%
Cc1cc(C)c(NC(=O)CN2C(=O)NC3(CCCCC3)C2=O)c(C)c1	-8%	5%	3%	-6%	0%	2%	-6%	4%
CCCC1NC(=S)NC(C)=C1C(C)=O (configuration not stated)	8%	·	-6%	-9%	-9%	-9%	-2%	-3%
O=C(CCNS(=O)(=O)c1ccc2c(c1)CCCC(=O)N2)NCc1ccc(Cl)cc1	·	·	-17%	·	-3%	-6%	-4%	-5%
Cc1cc(C)c(NC(=O)Cc2csc(C)n2)c(Cl)c1	·	·	-4%	·	-3%	-5%	-1%	-7%
CCOc1ccccc1NC(=O)CSc1c(C)n[nH]c1C	-12%[0.074 µM]	-10%	0%	-1%	-3%	-5%	-3%	-3%
C/C=C(/C)C#N	?	·	·	9%	·	·	-1%	3%
CC(=O)n1cc([C@H]2C=C(C(=O)N3CCN(Cc4ccccc4)CC3)O[C@@H](OCc3ccc(CO)cc3)C2)c2ccccc21	2%[10 µM]	-2%	-13%	4%	0%	?	-2%	-4%
CCCN(CCC)c1nc2ccccc2n2c(C)nnc12	-26%[0.074 µM]	11%	-7%	4%	-2%	-16%	-1%	-6%
Cc1cc(C)nc(SCC(=O)N2CCC(C(N)=O)CC2)n1	6%	-3%[11.4 µM]	3%	-13%	1%	-5%	-4%	-3%
Cc1nn(Cc2c(Cl)cccc2Cl)c(Cl)c1/C=C/C(=O)OCC(=O)NCC(F)(F)F	-1%	·	-14%	-5%	-6%	-14%	0%	3%
COc1ccc(-n2c(=O)c3c4c(sc3n(Cc3ccccc3)c2=O)CCC4)c(OC)c1	·	·	-23%	·	-4%	-13%	-1%	0%
O=S(=O)(N/N=C\c1cccnc1)c1ccccc1	8%[10 µM]	4%	-1%	11%	-6%	-4%	1%	6%
Fc1ccc(C2=Nn3c(Cc4ccccc4)nnc3SC2)cc1	1%	-3%	-16%	-2%	-3%	-13%	-5%	-7%
COc1ccc(NC2=C(C(C)=O)C(c3ccc(N(C)C)cc3)C(C(C)=O)C(C)(O)C2)cc1 (configuration not stated)	2%	·	-12%	-19%	5%	-12%	-1%	-1%
O=C1CC2C(CC(OC(=O)c3ccc(-c4ccccc4)cc3)C2CO)O1 (configuration not stated)	-19%	·	-14%	-6%	-3%	-14%	2%	-5%
Cc1ccc(NC(=O)CN2CCC(Cc3ccccc3)CC2)cc1S(=O)(=O)N(C)C	-22%	-18%	-10%	i	5%	-9%	0%	-3%
CCOC(=O)c1ccc(CN(Cc2ccc(C)cc2)S(=O)(=O)c2ccc(F)c(C(=O)Nc3ccc(C)c(F)c3)c2)cc1	·	·	-20%	·	?	1%	1%	5%
N#CC1=C(Nc2ccccc2)SC=C(c2ccccc2)N=C1N1CCOCC1	-75%[inhibitor]	·	-18%	-3%	-8%	?	2%	4%
CN(C)c1ccc(/C=N/NC(=O)c2cc(-c3ccc4c(c3)OCO4)n[nH]2)cc1	-8%[10 µM]	3%	?	11%	11%	2.5µM*	-3%	-2%
COc1ccc(C2C(C(=O)Nc3ccccc3OC)=C(C)Nc3nnnn32)c(OC)c1 (configuration not stated)	-7%	1%	-12%	i	-1%	-11%	0%	0%
O=C(O)c1ccc(CSc2nnc(COc3ccc(Cl)cc3Cl)o2)cc1	-24%	·	-9%	-9%	4%	-19%	5%	-19%
O=C1NCC(COCC2CC=CCC2)O1 (configuration not stated)	-12%	1%	-10%	i	2%	-3%	1%	-2%
COc1cc(C2OCC3C(c4cc(OC)c(OC)c(OC)c4)OCC23)cc(OC)c1OC (configuration not stated)	8%[10 µM]	·	-1%	i	-6%	-1%	-1%	-1%
COC(=O)c1sccc1S(=O)(=O)N(CC(=O)NCc1ccccc1)c1ccccc1	·	·	-2%	·	3%	1%	-4%	-3%
COC(=O)c1ccc(C)c(NC(=O)CCSc2ccc(Cl)cc2)c1	-15%	42%[activator]	-9%	-10%	-2%	-8%	-10%	-6%
O=c1/c(=C/c2ccc(O)cc2)sc2n1CCCN=2	-11%	4%	-5%	0%	-1%	-16%	-1%	-1%
O=C(NCc1ccco1)c1cccc2c1C(=O)N(C1CCCCC1)C2	21%[10 µM]	0%	-2%	-12%	0%	-4%	-2%	-5%
O=C(/C=C\Nc1ccccn1)c1ccccc1	-41%[inhibitor]	4%	-2%	i	-3%	-13%	3%	-3%
Cc1cc(=O)oc(C)c1C(=O)NCCN1CCOCC1	7%	1%	5%	-9%	6%	-2%	-9%	-1%
NCCSC1CC(=O)N(Cc2ccc(F)cc2)C1=O (configuration not stated)	·	8%	5%	-6%	7%	-9%	-2%	-3%
Cc1c(C(=O)Nc2ccc(C(=O)O)cc2)nnn1-c1ccccc1	·	·	-4%	·	-8%	-10%	-24%	-5%
COc1ccccc1N1CCN(C(=O)CN(c2cc(C)cc(C)c2)S(C)(=O)=O)CC1	-8%	-5%	-4%	-8%	5%	0%	-2%	-10%
CCn1nc(C)c2c(-c3ccccc3)cc(=O)n(C(C)C(=O)NCc3ccc(C)cc3)c21 (configuration not stated)	·	·	-3%	·	4%	?	?	-9%
COc1ccc(-c2noc(CCC(=O)NCc3ccc(C)cc3)n2)cc1	·	·	-11%	·	-8%	-15%	-1%	-7%
CC(C)CCCC(C)C1CCC2C3CC[C@H]4CC(=O)CC[C@@]4(C)C3CC[C@@]12C (some centres not stated)	·	·	-8%	-17%	-2%	-7%	-1%	-5%

Screening data as filed in PubChem BioAssay.
